# High-throughput results as filed in PubChem.
# TCR-CD3 inh: inhibitors of human TCR-CD3 interaction; TAMRA-labeled TCR probe fluorescence, biochemical; inhibition, % at 9.4 µM; actives 0.37% (n = 360,000); AID 651800; in the data active = inhibition above about 19%;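 also: recombinant mutant TCR 2C K166C tagged with TAMRA read by polarization; 0% = receptor in buffer alone and 100% = receptor with positive control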
# NPR1 activator: GC-A (human) enzyme activation; HEK293 GC-A cells, cGMP TR-FRET, EC30 ANP; 0% at EC30 ANP, 100% saturating ANP; activation, % at 10 µM; actives 0.14% (n = 370,000); AID 1671463; in the data active = activation above about 40%
# Target sequence (P16066 whole entry, looked up): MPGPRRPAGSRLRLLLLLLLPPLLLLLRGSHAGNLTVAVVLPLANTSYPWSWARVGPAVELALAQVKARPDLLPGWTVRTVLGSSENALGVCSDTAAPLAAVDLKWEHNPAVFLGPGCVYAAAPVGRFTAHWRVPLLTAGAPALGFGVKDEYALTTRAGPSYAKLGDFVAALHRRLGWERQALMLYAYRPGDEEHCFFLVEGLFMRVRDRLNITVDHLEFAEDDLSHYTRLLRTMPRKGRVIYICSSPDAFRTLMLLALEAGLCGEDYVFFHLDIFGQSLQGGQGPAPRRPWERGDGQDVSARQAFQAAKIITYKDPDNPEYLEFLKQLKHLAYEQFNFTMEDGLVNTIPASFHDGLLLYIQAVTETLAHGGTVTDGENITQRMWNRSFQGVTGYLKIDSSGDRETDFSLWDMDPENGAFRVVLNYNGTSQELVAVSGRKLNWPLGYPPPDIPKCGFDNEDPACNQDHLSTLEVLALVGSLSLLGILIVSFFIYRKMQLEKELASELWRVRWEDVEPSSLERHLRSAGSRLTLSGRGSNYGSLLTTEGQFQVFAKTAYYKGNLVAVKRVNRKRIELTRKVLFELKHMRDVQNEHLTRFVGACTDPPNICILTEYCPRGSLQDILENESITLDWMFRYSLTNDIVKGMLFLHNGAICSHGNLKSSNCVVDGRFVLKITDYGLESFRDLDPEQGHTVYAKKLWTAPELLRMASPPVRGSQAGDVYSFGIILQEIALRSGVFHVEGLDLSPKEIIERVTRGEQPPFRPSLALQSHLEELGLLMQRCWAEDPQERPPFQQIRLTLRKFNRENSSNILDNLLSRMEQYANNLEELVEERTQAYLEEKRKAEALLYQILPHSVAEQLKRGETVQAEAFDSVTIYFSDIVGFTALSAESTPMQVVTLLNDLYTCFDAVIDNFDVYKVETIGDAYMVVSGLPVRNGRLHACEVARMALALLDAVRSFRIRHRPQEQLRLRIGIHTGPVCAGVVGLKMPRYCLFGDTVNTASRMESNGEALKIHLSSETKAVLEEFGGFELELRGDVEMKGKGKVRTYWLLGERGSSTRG
# UHRF1 binding: UHRF1 methyl-DNA binding inhibition | actives 0.75% (n = 370,000) | AID 687016 | UHRF1 binding to methylated oligo, TR-FRET | inhibition, % at 4.4 µM; in the data active = inhibition above about 21%;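 also: UHRF1 SRA domain binding a hemimethylated CpG hairpin DNA probe; 0% = median of test compound wells and 100% = reference inhibitor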
# mABHD4 FP: inhibits mouse alpha/beta hydrolase domain 4. purified mABHD4, FP-Rh probe fluorescence polarization. inhibition, % at 8.92 µM. actives 0.54% (n = 370,000). AID 720543;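 active = inhibition exceeding the mean over every tested compound plus 3 SD, cut at about 30% in these data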;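 also: 0% = plate median of compound wells and 100% = S159A mutant with DMSO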
#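 Assay system: Wild-type mouse ABHD4 protein | Medium: HEPES pH 7.0 buffer, 150 mM NaCl, 0.01% Pluronic F-127 | Incubation: Enzyme–compound pre-incubation 45 min, then probe 60 min, both 25 °C | Technique: Fluorescence polarization with parallel and perpendicular emission, 525/598 nm | Evaluation: % inhibition of FP-Rh probe binding versus controls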
# SIAE primary: human SIAE inhibition, primary screen; SIAE FP-Rh probe binding, fluorescence polarization; inhibition, % at 9.66 µM; actives 0.69% (n = 370,000);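 active = inhibition above a cutoff: mean of compounds within the control limits plus 3 SD of those, cut at about 17% in these data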;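 also: 0% = plate median of compound wells and 100% = probe without SIAE protein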
# MBD2 DNA inh: blocks human MBD2 binding to methylated DNA; actives 0.31% (n = 370,000); inhibition, % at 4.4 µM; AID 686964; TR-FRET, MBD2 binding to methylated oligonucleotide; Q9UBB5; in the data active = inhibition above about 13%
# GC-B act: GC-B (human) receptor activation; P20594; HEK293-GC-B cells, CNP EC30, cGMP TR-FRET; 0% at EC30 CNP, 100% saturating CNP; activation, % at 10 µM; actives 0.11% (n = 370,000); AID 1920062;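 active = activation at 10 µM reaching about 35% in either raw or pattern-adjusted values, limit read from the data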
# rCAG binder: r(CAG) repeat RNA binding. TO-PRO-1 dye displacement fluorescence. actives 1.3% (n = 370,000). AID 651821. inhibition, % at 3 µM;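 active = inhibition above the plate cutoff, the mean of all test compounds on that plate plus 3 SD, cut at about 35% in these data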;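 also: 0% = DMSO alone and 100% = 100 µM mitoxantrone as full dye displacement; higher means more dye released from RNA so lower well fluorescence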
# HTRA1 inh: inhibitors of human serine peptidase HTRA1; Q92743; recombinant HTRA1, FP-rhodamine activity-based probe, fluorescence polarization; inhibition, % at 5.96 µM; actives 0.5% (n = 340,000); AID 504803; in the data active = inhibition above about 36%;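 also: 0% = enzyme with DMSO and 100% = wells lacking enzyme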
# PRMT1 inh: blocks human protein arginine methyltransferase 1. Q99873. recombinant PRMT1, activity-based probe fluorescence polarization. inhibition, % at 2.79 µM. actives 1.3% (n = 370,000). AID 652257;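 active = inhibition above about 21% made by adding two undisclosed values, limit read from the data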
# An asterisk follows results filed as active; · = not tested or not shown.
molecule	PRMT1 inh	UHRF1 binding	rCAG binder	GC-B act	TCR-CD3 inh	HTRA1 inh	mABHD4 FP	SIAE primary	MBD2 DNA inh	NPR1 activator
Cc1c([C@@H]2C[C@H]3CN(Cc4cccc(Cl)c4)C(=O)[C@]34CCCN24)cnn1C	1	4	-4	-8	-2	2	-3	0	6	-9
Cc1ccc(S(=O)(=O)Oc2cccc([N+](=O)[O-])c2)cc1	3	2	0	-8	3	-5	-7	5	5	-1
CC(=O)Nc1ccc(N2CCN(Cc3ccccc3F)CC2)cc1	-2	0	-6	2	-1	7	7	6	-6	2
CC/C(Cc1ccccc1)=N/NC(=O)CCn1nnc2ccccc21	1	-3	4	1	-4	-3	5	3	3	-4
Cc1ccnc(NC2(C(F)(F)F)N=C3SCCN3C2=O)c1 (stereo not given)	-2	3	0	-2	-11	2	-3	5	-1	4
O=C(c1ccc(NC(=S)NCc2ccco2)cc1)N1CCCCC1	1	1	0	-3	5	1	1	0	1	-3
COCCN(Cc1ccccc1)C(=O)c1cccc(S(=O)(=O)N2CCN(Cc3ccccc3)CC2)c1	-2	3	2	7	4	-15	2	1	-4	6
COc1ccc(N2CC(C)Cn3c2nc2c3c(=O)[nH]c(=O)n2C)cc1 (stereo not given)	-2	4	-3	-6	15	2	1	2	-1	-1
O=C(O)CSc1ccccn1	1	2	1	2	6	1	1	5	-9	4
CCOC(=O)C1CCN(C(=O)Nc2ccc(Cl)cc2Cl)CC1	-2	-2	-3	0	5	6	5	8	-7	4
CCOc1ccc(CN(Cc2ccco2)S(=O)(=O)c2ccc(-n3cnnn3)c(OC)c2)cc1	-2	-3	4	-1	-1	-28	-6	-6	-6	1
O=[N+]([O-])c1cc(C(F)(F)F)ccc1N1CCN(CCO)CC1	0	-3	-3	4	2	6	0	4	-5	5
Cc1ccc(S(=O)(=O)Nc2ccccc2N=Cc2c(F)c(F)c(F)c(F)c2F)cc1	2	-1	3	-22	-8	-3	1	10	14*	-24
COC(=O)C1CN(C2CCCC2)CCS(=O)(=O)N1Cc1cn(Cc2ccc(Cl)cc2)nn1 (stereo not given)	0	9	-1	6	·	·	-2	3	6	1
Cc1nc(-c2ccccc2)c(Cc2ccccc2O)c(=O)[nH]1	-3	-2	-1	1	2	5	-2	0	-5	0
Cc1oc2c(CN3CCC(C)CC3)c(O)ccc2c(=O)c1-c1ccccc1	-4	-1	-4	-1	1	-2	2	-5	4	1
O=C(CCn1cnc2ccccc21)N/N=C/c1ccc(O)cc1	-2	-2	-1	1	9	7	3	2	3	-1
COc1ccc(C)cc1S(=O)(=O)N1CCCC(C(=O)NC2CC2)C1 (stereo not given)	-1	-1	-7	0	-8	0	9	-5	0	7
Cc1nnc(SCCn2c(N3CC(C)CC(C)C3)nc3c2c(=O)n(C)c(=O)n3C)s1 (stereo not given)	-2	5	-2	3	-5	5	2	-1	0	-1
C=CCn1c(SCC(=O)N2CCN(c3ccc(F)cc3)CC2)nnc1-c1ccco1	-1	-1	-1	-4	-5	0	-4	6	3	-3
COc1ccc2c(c1)CCc1c(C(=O)Nc3c(C)nn(Cc4ccccc4)c3C)noc1-2	-1	-1	0	6	-2	-8	-1	-1	-3	5
CCOc1ccccc1C1CC(=O)Nc2cc(OC)c(OC)cc21 (stereo not given)	-2	-3	-7	2	-5	2	1	9	3	-9
COC(=O)c1nnc(-c2ccccc2)c(-c2ccccc2)n1	1	-1	-1	-5	0	-1	1	1	-3	1
Cc1ccc(C(C(=O)NC(C)(C)C)N(Cc2cccs2)C(=O)c2ccc3c(c2)OCCO3)cc1 (stereo not given)	-1	-1	-8	-2	4	-3	-6	-7	6	-8
Cc1cc2c(cc1C)CSC(c1ccccc1O)SC2	1	2	7	4	1	-50	-36	-15	1	-2
CCN(CCn1cccn1)C(=O)c1cc(COc2cccc3cccnc23)on1	-4	-1	-5	-3	8	-5	-1	0	-4	-4
CC(C)(C)OC(=O)C[C@@H]1C/C=C\C[C@@H](CC(=O)NCCO)C(=O)NCCOC1=O	-1	2	-4	7	-3	4	2	-5	-1	1
CCOc1ccc(CCNC(=O)CCCn2nc(C)c3c(C)n(-c4ccccc4)nc3c2=O)cc1	-2	-1	-10	-2	6	1	3	0	1	0
CC(C)n1nnnc1-c1cc(Cl)cc(Cl)c1	0	5	3	4	1	2	-6	1	1	1
Cc1cc(C(=O)Nc2ccccc2Cc2ccccc2)no1	3	1	-7	2	-4	2	-9	-1	-2	-4
COc1cccc2cc(C(=O)N3CCN(C45CC6CC(CC(C6)C4)C5)CC3)c(=O)oc12	0	0	-3	3	4	-1	-10	-9	-2	4
O=S(=O)(Nc1ccc2c(c1)nc1n2CCN(Cc2ccccc2)C1)c1ccc(Cl)cc1	2	3	18	-4	-5	-16	-15	-12	-3	-3
COC(=O)CCN(C(=O)c1ccc(N2CCCCC2)c([N+](=O)[O-])c1)c1ccccn1	4	-4	-6	0	77*	-2	7	11	4	-2
CCOC(=O)[C@]12CCC=C1N(CCC1=CCCCC1)C(=O)[C@H](CC(=O)N1CCOCC1)C2	-4	0	2	-4	5	·	2	-1	0	3
Cc1cccc(-c2nnc(SCC(=O)N3CCOCC3)o2)c1	1	0	-1	-2	-6	2	2	11	-1	3
COc1ccc(N(C(=O)c2ccc(Cl)cc2)C2=CC3CCC(C2)N3C)cc1 (stereo not given)	-3	1	0	-18	4	-3	5	4	-3	-15
Cc1c(C(=O)NCc2cccs2)sc(=O)n1Cc1ccc(S(C)(=O)=O)cc1	-3	0	3	1	-2	·	1	1	-1	1
Cc1ccc(S(=O)(=O)N(CC(=O)NCc2ccccc2Cl)C(=O)N2CCN(C)CC2)cc1	-1	2	0	0	2	3	2	-4	4	3
CN(C)/N=C/c1ccc(Sc2ccccc2[N+](=O)[O-])o1	7	-2	7	-5	-3	-15	-2	3	2	-2
O=C(c1ccc2c3c(cccc13)CC2)C1CCCN(Cc2ccccn2)C1 (stereo not given)	1	-2	-7	0	5	-1	-10	4	-5	1
Cc1c(N=Cc2ccc(O)c(Br)c2)cccc1[N+](=O)[O-]	0	0	3	3	4	-2	8	1	-7	1
O=C(CCN1C(=O)/C(=C/c2ccccc2)SC1=S)NC1CCS(=O)(=O)C1 (stereo not given)	-3	-3	2	-6	4	-1	-4	5	-2	-2
Cc1ccc(COc2ccsc2C(=O)NNC(N)=S)cc1	4	0	1	3	7	·	1	5	-2	2
CCOC(=O)[C@]12CCC=C1N(Cc1cccc3ccccc13)C(=O)[C@H](CC(=O)N1CCCCC1)C2	-1	-3	2	3	3	·	1	0	1	4
COCCCNc1nc2nonc2nc1NCCSC	0	-1	0	-4	-2	0	-2	-1	0	1
CCCCOC(=O)n1c(=O)oc2cc(S(=O)(=O)N3CCCCC3)ccc21	-2	0	16	0	2	-14	-22	-16	-3	1
CCC1=NN2C(=N)/C(=C\c3ccc(OCc4cc(=O)n5nc(CC)sc5n4)c(OC)c3)C(=O)N=C2S1	-4	6	21	-3	17	-12	0	-8	13	-16
CSc1ccc(/C=N/N2CCN(Cc3ccccc3)CC2)cc1	-1	-6	-8	-3	6	7	-1	0	2	1
O=C1C2C3C=CC(CC3)C2C(=O)N1c1ccccc1[N+](=O)[O-] (stereo not given)	6	0	5	0	-5	4	0	-7	3	2
Cc1cc(/C=N\O)c(C)n1-c1ccncc1	-3	0	-1	0	13	6	-1	10	-5	0
O/N=C\c1ccc(-c2ccccc2)o1	0	-1	2	-6	6	1	-2	7	-6	3
NC(N)=N/N=C/c1ccc(OCc2ccc(Cl)cc2Cl)cc1	-2	-1	22	-9	-1	-14	32*	11	0	-5
CCOc1ccccc1NC(=O)CCc1nnc2ccc(NCc3ccco3)nn12	2	-2	5	-5	4	6	-1	14	-6	-2
CN(C)S(=O)(=O)c1cc(S(=O)(=O)N(C)C)c(Cl)cc1N	0	0	-1	-2	6	-1	-3	8	1	0
Cn1nc(C(=O)NCc2ccccc2)c2c1-c1ccccc1S(=O)(=O)C2	-4	0	-1	-2	5	-9	-2	-3	5	-3
O=[n+]1cc(-c2cc3ccccc3o2)n([O-])c2c1CCCC2	1	-6	-1	-1	2	15	2	4	-1	0

# Carrying on:
molecule	PRMT1 inh	UHRF1 binding	rCAG binder	GC-B act	TCR-CD3 inh	HTRA1 inh	mABHD4 FP	SIAE primary	MBD2 DNA inh	NPR1 activator
COc1ccc(CCNC2CC(=O)N(CCc3ccc(OC)c(OC)c3)C2=O)cc1 (stereo not given)	78*	3	-4	-2	2	3	-4	3	1	4
OC(CNCC1CCCO1)Cn1c2ccc(Cl)cc2c2cc(Cl)ccc21 (stereo not given)	2	-4	6	-16	5	-14	14	0	7	-25
COc1cccc(-c2ccc3ncnc(N(C)Cc4ccco4)c3c2)c1	-1	0	1	8	1	-32	-11	-3	-3	9
CCc1cccc2c(C(=O)C(F)(F)F)cn(CC(=O)N3CCOCC3)c12	0	-1	-6	4	2	0	-4	-4	-1	0
COc1ccc2cc3c(N)nn(C(=O)c4cccc(F)c4)c3nc2c1	-1	-4	-2	5	-1	0	-4	1	-7	4
NS(=O)(=O)c1ccc(NC(=O)COc2ccc(Cl)cc2)cc1	12	4	4	1	-6	-5	-6	-2	4	3
CCOC(=O)Cc1csc(NC(=O)NC2(C(F)(F)F)Oc3ccc(Cl)cc3O2)n1 (stereo not given)	3	1	0	7	9	16	17	-4	4	0
O=[N+]([O-])c1cccc(-c2nnc(SCc3cccnc3)o2)c1	-2	-1	-3	2	2	8	-1	-2	4	6

# Record cards, as listed above. Order of screens: PRMT1 inh, UHRF1 binding, rCAG binder, GC-B act, TCR-CD3 inh, HTRA1 inh, mABHD4 FP, SIAE primary, MBD2 DNA inh, NPR1 activator
# Shown for `CCOC(=O)Cc1csc(NC(=O)NC2(C(F)(F)F)Oc3ccc(Cl)cc3O2)n1` (stereo not given) → 3, 1, 0, 7, 9, 16, 17, -4, 4, 0
# Shown for `COc1ccc2cc3c(N)nn(C(=O)c4cccc(F)c4)c3nc2c1` → -1, -4, -2, 5, -1, 0, -4, 1, -7, 4
# Shown for `COc1ccc(CCNC2CC(=O)N(CCc3ccc(OC)c(OC)c3)C2=O)cc1` (stereo not given) → 78*, 3, -4, -2, 2, 3, -4, 3, 1, 4

# The list continues:
molecule	PRMT1 inh	UHRF1 binding	rCAG binder	GC-B act	TCR-CD3 inh	HTRA1 inh	mABHD4 FP	SIAE primary	MBD2 DNA inh	NPR1 activator
CN(C)CCN=Cc1c(O)n(Cc2ccccc2)c(=O)c2ccccc12	-5	-1	-1	2	-3	3	3	11	-3	0
Cc1cc[n+](CC[n+]2ccc(C)cc2)cc1	-3	-1	-2	0	-2	0	-3	1	-4	0
NC(=O)C1CCN(c2oc(-c3ccc(F)cc3)nc2S(=O)(=O)c2ccccc2)CC1	7	13	-1	1	-5	-2	9	-2	3	-3
O=c1ncn(C2CCCCC2)c(=O)[nH]1	-2	-2	1	5	7	1	2	1	-1	3
COc1ccccc1/C=N/NC(=O)c1ccc(CN2C(=O)c3cccc4cccc2c34)cc1	0	-3	22	-7	7	-28	-5	-17	-3	3
Cc1c(C(=O)N2CCCC2)c(S(=O)(=O)Nc2ccccc2Cl)c(C)n1C	-2	0	-2	-3	3	3	1	11	3	3
COc1cccc(NC(=O)NNS(=O)(=O)c2ccc(OC)cc2OC)c1	-5	0	2	-1	-1	-6	0	4	-4	-2
Cn1c(SCC(=O)Nc2nccs2)nnc1C12CC3CC(CC(C3)C1)C2	1	-3	-4	3	0	-8	4	1	2	-2

# Only part of the results is shown, so the mix of outcomes need not match the whole.
